Bioassay records (PubChem)
Wnt bcat act: Wnt/beta-catenin pathway activation. Wnt/beta-catenin reporter cell assay, activator, plate reader. activation, % at 9.35 µM. 300,000 compounds, 1.2% hits. AID 743398; in the data active = activation above about 30%, passing the limit was not always enough; inconclusive = no clear call, values can overlap the other calls;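 also: 0% = neutral control wells and 100% = positive control wells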
Numbers without * were called inactive; u = inconclusive. Not all compounds are listed; the hit share may differ from the screen's.

SMILES	Wnt bcat act
Cc1c(Br)cccc1NC(=O)C1(C)CCN1CCc1ccccc1 (stereo not given)	-3.1
c1ccc(COc2ccc(-c3cc4nc(NCCOc5ccccc5)ccn4n3)cc2)cc1	-3.4
Cc1c(C(=O)NCc2ccc3c(c2)OCCO3)sc(=O)n1Cc1ccccc1C#N	-3.3
O=S1(=O)CC(N2CCCCC2)CN1C1CCCCC1 (stereo not given)	4.4
Cc1ccc(CCN2CC(C(=O)NC3CCC(C)CC3)CC2=O)cc1 (stereo not given)	-0.6
COc1cccc(C(C)(O)c2nc(/C=C/c3ccccc3)cs2)c1 (stereo not given)	2.2
COc1cccc(C(C)(O)c2nc(-c3ccc4ccccc4c3)cs2)c1 (stereo not given)	7.8
COc1cccc(OCc2ccc(Cn3nc(NC(=O)NCCc4ccc(OC)c(OC)c4)c4ccccc43)cc2)c1	-2.2
COC(=O)C[C@H]1C=C[C@@H](NC(=O)NC2CCCCC2)[C@@H](CO)O1	1.2
CC1(C(=O)NS(=O)(=O)c2ccc3ccccc3c2)CCN1C(=O)Cc1ccc(-c2ccccc2)cc1 (stereo not given)	-0.6
CCN=C1NC(c2ccc(F)cc2)C(C(=O)OC)=C(C)N1Cc1cccc(C(F)(F)F)c1 (stereo not given)	6.6
COc1ccccc1CCn1cnc(-c2cccc(Br)c2)c1CC(C)C	-4.3
O=c1[nH]c(-c2ccccc2)cn1C1CCN(Cc2ccc(-c3nc4ccc(Br)cc4nc3-c3ccccc3)cc2)CC1	-2.5
CC(C)[C@@H](C)/C=C/[C@@H](C)[C@H]1CC[C@@H]2[C@]1(C)CCC1[C@]23C=C[C@]2(C[C@@H](O)CC[C@]12C)N(c1ccc([N+](=O)[O-])cn1)O3 (stereo not given in full)	-14.5
CN(CC(=O)N/N=C/c1ccc(F)cc1)S(=O)(=O)c1ccccc1	0.8
O=C(NCc1ccncc1)[C@@H]1CCCN1C(=O)[C@@H]1CCCN1C(=O)c1c(F)cccc1F	-1.7
COc1ccccc1CC1(C)C(=O)Nc2ccc(S(=O)(=O)NC3CCCCC3)cc21 (stereo not given)	-1.2
COc1cc2c(cc1OC)CN(C(=O)CSC1=NCCS1)CC2	-2.1
COc1cccc(-c2cc3nc(NCc4ccc(C)cc4C)n(C)c(=O)c3s2)c1	2.3
COc1cc(C(O)c2nc(-c3csc4ccccc34)cs2)ccc1F (stereo not given)	0.2
O=C(N/N=C/c1ccc([N+](=O)[O-])cc1)c1cnccn1	15.1
OC(CCl)CCl	-3.5
COC(=O)c1cc2c(c3c4ccccc4n(S(=O)(=O)c4ccccc4)c13)C(=O)N(C)C2	-7.1
CCOC(=O)N1CCN(C(C(=O)NC2CCCC2)c2cccc(OC)c2OC)CC1 (stereo not given)	-1.2
Cc1ccc(C(=O)N2c3ccccc3Sc3ccccc32)cc1	-2.7
COc1ccc(-c2c(-c3ccsc3)oc3c2C(O)CCC3)cn1 (stereo not given)	-1.8
Cc1cccc(S(=O)(=O)NC(=O)C2(C)CCN2C(=O)Cc2ccsc2)c1 (stereo not given)	3.1
COC(=O)c1cc2c(c3c4cc(F)ccc4n(S(=O)(=O)c4ccc(OC)cc4)c13)C(=O)N(C)C2	8.7
CCCNC(=O)C1(C)CCN(Cc2ccc(Oc3ccccc3)cc2)C1 (stereo not given)	-0.9
CC(=O)c1ccc(Nc2nc(C(N)C(C)C)cs2)cc1 (stereo not given)	1.0
COc1ccc(-n2nnnc2C(CCSC)N2CCN(C/C=C/c3ccccc3)CC2)cc1 (stereo not given)	-2.5
CCCS(=O)(=O)NC(=O)C1(C)CCCN(C(=O)c2ccccc2OC)C1 (stereo not given)	-4.0
CCN(CC)c1ccc2cc(C(=O)c3cccs3)c(=O)oc2c1	0.0
Cc1cc2c(nc1C)CCCN2S(=O)(=O)c1cccs1	-3.5
CC(C)(C)NC(=O)C1c2ccccc2OCC(=O)N1Cc1ccccn1 (stereo not given)	-1.7
O=C(Nc1cccc(F)c1)c1cc(S(=O)(=O)N2CCC3(CC2)OCCO3)ccc1F	0.1
Cc1ccc(S(=O)(=O)N2C[C@H]3C(=O)C[C@@H](c4ccccc4)N(S(=O)(=O)c4ccc(Br)cc4)[C@H]3C[C@H]2c2ccccc2)cc1	-2.0
COc1ccc(-c2csc(C(C)(O)c3cccnc3)n2)cn1 (stereo not given)	-0.4
CC(=O)Nc1ccc(C(=O)N2CCCCC2c2cc(C(=O)Nc3ccccc3)no2)cc1 (stereo not given)	-2.4
CCN(CC)C(=O)c1ncn2c1C(=O)NC[C@H]2C	-1.6
COc1cccc(-c2cnc3c(NC(C)=O)cc(-c4cccc(C(=O)NCCO)c4)cn23)c1	-0.3
CC(C)(C)C(=O)c1c(N)[nH]c(C(=O)c2ccccc2)c1-c1ccc(C(F)(F)F)cc1	-2.1
COc1ccc(CCNC(=O)C2CCN(C(=O)c3ccccc3)CC2)cc1	-0.4
Cc1ccc(NC(=O)c2cc(S(=O)(=O)N3CCCCC3)ccc2N2CCOCC2)cc1	-0.4
CC(=O)NCCNc1nc(NCC2CC2)nc2cc(-c3ccccc3)sc12	0.5
Cc1cccc(C)c1NC(=O)C(c1cccc2ccccc12)n1c(=O)c(-c2cc3ccccc3[nH]2)nc2ccccc21 (stereo not given)	-6.4
O=C1NC[C@@H](CCCCN2C[C@H](Cc3ccccc3)N(CCc3ccccc3)C(=O)C2=O)N(CCc2ccccc2)C1=O	-3.5
O=[N+]([O-])c1cnccc1-n1nnc2ccccc21	-1.1

Reformatted field by field: entries from further up.
> COc1ccc(-c2c(-c3ccsc3)oc3c2C(O)CCC3)cn1 (stereo not given)
  Wnt bcat act: -1.8

> O=C(NCc1ccncc1)[C@@H]1CCCN1C(=O)[C@@H]1CCCN1C(=O)c1c(F)cccc1F
  Wnt bcat act: -1.7

Later entries:
SMILES	Wnt bcat act
Cc1ccsc1CN(C)c1ncnc2ccc(-c3ccoc3)cc12	-1.0
C=CCN=C1NC(CCc2ccccc2)C(C(=O)OC)=C(C)N1C (stereo not given)	0.4
c1ccc2c(-c3cc(NCc4ccncc4)n4nccc4n3)cccc2c1	-0.8
COC(=O)C[C@H]1CC[C@@H](NS(=O)(=O)c2ccc(C)cc2)[C@@H](CO)O1	-1.7
Cc1ccc(-n2cc(CN3CCC(CO)(Cc4ccccc4)CC3)cn2)cc1	-1.9
CSC12CCCN(CCC(C(C)(C)C)C1)C2=O (stereo not given)	-0.3
COC(=O)C1CCN(C2CN(Cc3ccc(C)cc3)S(=O)(=O)C2)CC1 (stereo not given)	-0.9
O=C(NCc1cccnc1)c1cc(C2CCCCN2S(=O)(=O)c2cccc3cccnc23)on1 (stereo not given)	1.2
COC(=O)[C@@]1(Cc2ccc(F)cc2)[C@H]2c3cc(C(=O)N(C)C)n(CC4CC4)c3C[C@H]2CN1C(=O)c1ccccc1	-3.7
CC(C)[C@H](NC(=O)c1ccc(Cl)cc1Cl)C(=O)N1CCC[C@H]1C(=O)NCCc1ccccc1Cl	-4.7
CCN(CC)S(=O)(=O)c1ccc(NC(=O)c2nc3nc(C)cc(C)n3n2)cc1	-3.3
CN1CCN(C(c2ccc(C(F)(F)F)cc2)c2cc(Cl)c3cccnc3c2O)CC1 (stereo not given)	18.4
Cc1ccc(CNC(=O)CC[C@H]2O[C@@H](n3cc(C)c(=O)[nH]c3=O)C[C@@H]2O)o1	-0.8
COc1ccc(CNC(=O)c2cn(Cc3ccc(S(=O)(=O)N(C)C)cc3)c(=O)s2)cc1	-1.6
Cn1ccc2c(-c3ccc(F)cc3F)cc3c(c21)C1CCC3C1 (stereo not given)	0.6
Cc1c(C(=O)NCC2CC2)sc(=O)n1Cc1cccc(F)c1	-3.9
CC1=CC(C)(C)N2C(=O)C3(C(C#N)=C(N)OC4=C3C(=O)CC(C)(C)C4)c3cccc1c32 (stereo not given)	-2.6
CCCCCCCCN1C(=O)[C@H](CC(=O)NCCCCc2ccccc2)C[C@@]2(C(=O)OC)CC(C)(C)CC=C12	-9.4
Cc1cccc(C)c1-n1nnnc1C(c1ccccc1OC(F)(F)F)N1CCN(C/C=C/c2ccccc2)CC1 (stereo not given)	-3.4
CC1(C(=O)NS(=O)(=O)c2ccc(C#N)cc2)CCN1C(=O)CC1CC1 (stereo not given)	-1.3
CC(C)=CCC[C@H](C)C[C@@H]1Cc2[nH][nH]c(=O)c2[C@H](c2ccc(F)cc2)O1	-3.2
CS(=O)(=O)N1CCCCC1c1cc(C(=O)Nc2ccccc2Cl)no1 (stereo not given)	-1.3
CC(C)C[C@H]1CN([C@@H](Cc2ccccc2)CN2CCC[C@@H]2CN2C(=O)C(=O)NC[C@@H]2Cc2ccc(O)cc2)C(=O)C(=O)N1CC1CCCCCC1	-0.9
CCOC(=O)[C@]12CCCC=C1N(Cc1ccc(Cl)cc1Cl)C(=O)[C@H](CC(=O)NCc1ccccc1)C2	-6.5

Among those listed so far, these have a nitro group on carbon:
SMILES	Wnt bcat act
CC(C)[C@@H](C)/C=C/[C@@H](C)[C@H]1CC[C@@H]2[C@]1(C)CCC1[C@]23C=C[C@]2(C[C@@H](O)CC[C@]12C)N(c1ccc([N+](=O)[O-])cn1)O3 (stereo not given in full)	-14.5
O=C(N/N=C/c1ccc([N+](=O)[O-])cc1)c1cnccn1	15.1
O=[N+]([O-])c1cnccc1-n1nnc2ccccc21	-1.1

(continued)
SMILES	Wnt bcat act
CC1CC(C)CN(C(C(=O)NC2CCCCC2)c2cc3ccccc3o2)C1 (stereo not given)	u
COc1ccc(C(C)C)cc1-c1cc(C(=O)NCc2cc(C(F)(F)F)cc(C(F)(F)F)c2)[nH]n1	0.3
COc1ccc(CC(=O)N2CCC(C)(C(=O)NS(=O)(=O)C3CC3)C2)cc1OC (stereo not given)	-3.7
NC(c1csc(NC(=O)Nc2cccc(C(F)(F)F)c2)n1)C1CCCCC1 (stereo not given)	-4.5
COc1ccc(OC)c(NC(=O)C2(C)CCN2CCc2ccccc2)c1 (stereo not given)	-1.0
CCCCn1nnnc1C1(C)CCC(=O)N1CCc1c[nH]c2ccccc12 (stereo not given)	-0.7
CCCNC(=O)c1cc(C2CCCCN2C(=O)c2ccc3c(c2)CCO3)on1 (stereo not given)	1.3
CC(=O)Nc1ccc2nc(NC(=O)CS(=O)(=O)c3ccc(F)cc3)sc2c1	-2.0
Cc1cn([C@H]2C[C@H](O)[C@@H](/C=C/C(=O)NCCc3cccs3)O2)c(=O)[nH]c1=O	-1.3
COc1cc(Cl)ccc1OC1(C)CCN(Cc2cccn2-c2nccs2)C1 (stereo not given)	-4.9
CC(=O)Nc1ccc(C(=O)OCC(=O)NC2CCCCCC2)cc1	-1.8
COc1ccc(C(=O)Oc2c(CN3CCOCC3)cc(Cl)c3cccnc23)cc1OC	-3.5
CCCS(=O)(=O)NC(=O)C1(C)CCCN(C(=O)c2ccc(OC)cc2OC)C1 (stereo not given)	-2.2
COc1ccc(NC(=O)c2cc(-c3ccc(F)cc3OC)n[nH]2)cc1OC	1.7
CC(C)Nc1nc(NCCN2CCNC2=O)c2sccc2n1	1.3
COCCNC(=O)C1(C)CCN(C(=O)c2cc(C)n(C(C)(C)C)n2)C1 (stereo not given)	-1.8
CSc1nc(S(=O)(=O)c2ccc(C)cc2)c(N2CCOCC2)s1	1.1
CC(C)C[C@@H]1CN(CCCC[C@H]2CNC(=O)C(=O)N2CCC2CCCCC2)C(=O)C(=O)N1CCC1CCCCC1	10.2
CN1CCC(N2CCN(C3CN(CCc4ccccc4)S(=O)(=O)C3)CC2)CC1 (stereo not given)	-2.1
O=C(Nc1cccc2ccccc12)OC[C@@H]1CSCCS(=O)(=O)N1	-2.6
Cc1cccc2ccccc12	-0.3
COC(=O)C1=C(C)N(Cc2cccnc2)C(=O)/C1=C\c1cccs1	2.5
O=C(/C=C/[C@H]1O[C@@H](n2ccc(=O)[nH]c2=O)[C@H](O)[C@@H]1O)NCc1ccccn1	1.2
CC1(C(=O)Nc2cccc3ncccc23)CCN1C(=O)Cc1ccc(-c2ccccc2)cc1 (stereo not given)	-1.3
N#Cc1cccc(NC(=O)c2cc(C3CCCCN3C(=O)c3cccs3)on2)c1 (stereo not given)	-2.9
NC(c1ccccc1)c1csc(Nc2ccc(S(N)(=O)=O)cc2)n1 (stereo not given)	4.8
O=C(NCc1ccc(F)cc1)c1cc(C2CCCN(S(=O)(=O)c3ccccc3)C2)on1 (stereo not given)	-1.7
COCCCNc1ccn2nc(-c3cccc(Cl)c3)cc2n1	14.5
O=C(/C=C1\OCc2ccccc21)OCc1ccccc1	21.2
Cc1nnc(-n2cccc2)s1	0.2
CC(C)(C(=O)N1CCC1(C)C(=O)NS(=O)(=O)c1ccc(Br)cc1)c1ccccc1 (stereo not given)	-1.7
CCCCCc1c(-c2cccc(OC)c2)ncn1CCc1ccccc1OC	-11.8
NC(c1csc(Nc2cnccn2)n1)c1ccccc1Cl (stereo not given)	-1.9
Nc1[nH]c(C(=O)c2ccccc2)c(-c2ccc(Cl)cc2)c1C(=O)c1c[nH]c2ccc(F)cc12	-1.9
COCCN1C[C@@H](CO)O[C@@H](n2cnc3c(NCCN(C)C)ncnc32)C1	-1.5
COc1ccc(NC(=O)Nc2nc(C(N)Cc3ccc(C(F)(F)F)cc3)cs2)cc1 (stereo not given)	-3.5
CN1CCN(C(=O)c2cccc(-c3cccc4nccn34)c2)CC1	-1.3
CCc1nc2c(OCc3ccc(F)c(F)c3)cccn2c1N(C)C(=O)C1CC1	-5.2
CCOC(=O)C1=CCC(c2ccccc2C(F)(F)F)N(S(=O)(=O)c2ccc(C)cc2)C1 (stereo not given)	-0.8
CC(C)NC(=O)C1(C)CCN1Cc1ccc(Cl)cc1 (stereo not given)	-1.6
Cc1ccc(Cc2c(-c3cccc(Br)c3)nc3ccc(Br)cn23)cc1	0.2
COc1ccc(NC(=O)c2cc(C3CCCCN3C(=O)c3cccs3)on2)c(C)c1 (stereo not given)	-3.3
CC1=C2CCCC[C@@]23C2C(=O)N(C)C(=O)[C@@H]2ON3OC1 (stereo not given in full)	-1.4
